Tb PFK inh: inhibitors of T. brucei phosphofructokinase; O15648; T. brucei PFK, ADP-Glo luminescence; Potency, µM (highest dose often 57.5 µM), without a hit: at the highest dose activity, negative = inhibition, usual class: inhibitors; actives 0.17% (n = 330,000); AID 485367;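 further: potency means the concentration at half of the fitted maximal effect; 0% = uninhibited 1x PFK enzyme wells and -100% = no-enzyme wells; nearly all actives have a fitted effect of over 60% in size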
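Activity is normalized to no-enzyme wells (full inhibition) and 1.25 nM enzyme wells (no inhibition). Reaction: 0.5 mM F6P, 0.1 mM ATP, 45 min RT, ADP-Glo luminescence; concentration-response curves fitted and classed by quality.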
FLuc modulator: firefly luciferase modulation, counter-screen for miR-21 project. P08659. purified FLuc, Km substrates, luminescence inhibition. Potency, µM (titrated, usually from 57.5 µM), inactives show top-dose activity change, negative = inhibition, hits mostly inhibitors. actives 6.9% (n = 360,000);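 further: potency means the concentration at half of the fitted maximal effect; plate controls were vehicle for no effect and reference inhibitor for full effect; nearly all actives have a fitted effect of over 55% in size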
Target sequence (P08659 whole entry, looked up): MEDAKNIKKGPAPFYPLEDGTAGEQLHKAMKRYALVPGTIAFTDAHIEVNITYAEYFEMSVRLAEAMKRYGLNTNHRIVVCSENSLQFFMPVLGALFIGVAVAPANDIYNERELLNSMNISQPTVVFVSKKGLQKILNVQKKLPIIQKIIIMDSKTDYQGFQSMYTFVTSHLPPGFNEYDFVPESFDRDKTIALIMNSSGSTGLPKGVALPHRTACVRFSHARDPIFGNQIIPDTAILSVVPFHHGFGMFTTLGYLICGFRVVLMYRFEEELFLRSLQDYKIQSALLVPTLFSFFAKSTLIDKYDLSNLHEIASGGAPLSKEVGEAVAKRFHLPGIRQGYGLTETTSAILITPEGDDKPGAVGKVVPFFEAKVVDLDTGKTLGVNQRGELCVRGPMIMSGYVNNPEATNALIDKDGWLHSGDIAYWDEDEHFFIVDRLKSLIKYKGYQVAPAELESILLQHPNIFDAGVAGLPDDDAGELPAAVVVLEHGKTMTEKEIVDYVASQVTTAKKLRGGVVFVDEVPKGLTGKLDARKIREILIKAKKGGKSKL
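Biochemical qHTS of compounds, final roughly 60 µM downward over six points, against 10 nM purified firefly luciferase using Km concentrations of substrates (10 uM D-luciferin, 10 uM ATP) in Tris acetate pH 7.5 buffer; luminescence output.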
uPA surface inh: inhibitors of cell surface uPA generation | actives 0.31% (n = 330,000) | Potency, µM (highest dose often 38.3 µM), without a hit: at the top dose activity change, negative = inhibition, hits mostly inhibitors | cell surface uPA generation assay, qHTS; active means well fitted inhibition curve with a large enough effect; inconclusive means small, poorly fitted or top-dose-only effect; inactive means no such curve, though single readings can be large or run the other way; tested in mouse RAW 264.7 cells; further: potency means the concentration at half of the fitted maximal effect; on the % scale 0 is the no-effect control and ±100 the full control effect; nearly all actives have a fitted effect of over 55% in size
VP16 counter: counter-screen for ROR gamma inhibitors: Gal4-VP16 reporter | Potency, µM (highest dose often 53.6 µM), for the others: at the top dose activity, negative = inhibition, most hits filed as inhibitors | actives 3.5% (n = 310,000) | Drosophila S2 Gal4-VP16 UAS-luciferase, luminescence, 20 h;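 further: Gal4-VP16 expression switched on by copper sulfate through the metallothionein promoter; potency means the concentration at half of the fitted maximal effect; on the % scale 0 is the no-effect control and ±100 the full control effect; nearly all actives have a fitted effect of over 50% in size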
ELG1 genotox: inducers of genotoxicity in HEK293T ELG1-luciferase cells. HEK293T ELG1-luciferase reporter, luminescence, 16 h. Potency, µM (highest dose often 46 µM), for the others: at the top dose activity change, positive = activation, hits mostly activators. actives 1.3% (n = 330,000). AID 504466; further: potency means the concentration at half of the fitted maximal effect; % of control where 0% means no effect; nearly all actives have a fitted effect of over 60% in size
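Cells (2,000/well) expressing the ELG1-luciferase fusion are dosed by pin tool and kept 16 hr at 37 °C, 5% CO2. Signal comes from ONE-Glo luciferase reagent after 30 min at room temperature.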
Giardia killer: Giardia lamblia killing | AID 540267 | Giardia lamblia trophozoite viability | actives 0.15% (n = 340,000) | activity change, % at 7.66 µM, hits read low; in the data active means activity change below about -80%; inconclusive means between about -30% and that limit;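 further: parasites exposed to compound for two days anaerobically before the ATP read; on the % scale 0 is the no-effect control and ±100 the full control effect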
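ATP-content bioluminescence gauges trophozoite survival. Cells (100/well) receive compound and incubate anaerobically for 48 hrs at 37 deg C; detection reagent follows for 15-30 min at room temperature.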
NPC1 promoter act: NPC1 promoter activation; Huh7 NPC1 promoter luciferase reporter, 24 h; Potency, µM (top dose mostly 9.22 µM), for inactives: top-dose activation, hits mostly activators; actives 2.4% (n = 320,000);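 further: potency means the concentration at half of the fitted maximal effect; % of control where 0% means no effect; nearly all actives have a fitted effect of over 60% in size; reporter is driven by a mutant NPC1 promoter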
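Stable NPC1-promoter luciferase Huh7 line; cpd (DMSO) 24 h, 37 °C, 5% CO2; Amplite luciferase reagent 10 min RT; luminescence readout. qHTS format.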
Rab9 prom act: Rab9 promoter activation. Huh7 Rab9 promoter-luciferase reporter, luminescence, 24 h. Potency, µM (titrated, usually from 9.22 µM), for inactives: at the top dose activation, negative = inhibition, usual class: activators. actives 2.8% (n = 320,000). AID 485297; further: potency means the concentration at half of the fitted maximal effect; % of control where 0% means no effect; nearly all actives have a fitted effect of over 60% in size
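Using Huh7 cells stably transfected with Rab9 promoter–luciferase, compounds were incubated 24 h at 37 °C, 5% CO2; luciferase luminescence was read 10 min after reagent addition.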
Coupling enz: counter-screen for Giardia aldolase inhibitors: coupling enzyme system; coupling enzyme system counterscreen, AmpLite Red fluorescence; activity change, negative = inhibition, % at 58.2 µM, hits read low; actives 0.67% (n = 290,000); AID 2472; in the data active means activity change below about -30%; further: on the % scale 0 is the no-effect control and ±100 the full control effect
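Activity here indicates interference with the coupling reaction, not aldolase inhibition. Compounds at 57.5 uM final met coupling enzymes for 10 min at RT; substrate and AmpLite Red detection followed, with a 525/598 nm fluorescence read after 20 min.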
RORgamma inh: blocks mouse ROR gamma transcriptional activity | P51450 | AID 2551 | actives 5.4% (n = 310,000) | Potency, µM (doses to about 53.6 µM), inactives show top-dose activity change, negative = inhibition, most hits filed as inhibitors | Drosophila S2 Gal4-RORgamma UAS-luciferase reporter, 20 h; further: potency means the concentration at half of the fitted maximal effect; on the % scale 0 is the no-effect control and ±100 the full control effect; nearly all actives have a fitted effect of over 60% in size
Target sequence (P51450 whole entry, looked up, the tested form may be a part): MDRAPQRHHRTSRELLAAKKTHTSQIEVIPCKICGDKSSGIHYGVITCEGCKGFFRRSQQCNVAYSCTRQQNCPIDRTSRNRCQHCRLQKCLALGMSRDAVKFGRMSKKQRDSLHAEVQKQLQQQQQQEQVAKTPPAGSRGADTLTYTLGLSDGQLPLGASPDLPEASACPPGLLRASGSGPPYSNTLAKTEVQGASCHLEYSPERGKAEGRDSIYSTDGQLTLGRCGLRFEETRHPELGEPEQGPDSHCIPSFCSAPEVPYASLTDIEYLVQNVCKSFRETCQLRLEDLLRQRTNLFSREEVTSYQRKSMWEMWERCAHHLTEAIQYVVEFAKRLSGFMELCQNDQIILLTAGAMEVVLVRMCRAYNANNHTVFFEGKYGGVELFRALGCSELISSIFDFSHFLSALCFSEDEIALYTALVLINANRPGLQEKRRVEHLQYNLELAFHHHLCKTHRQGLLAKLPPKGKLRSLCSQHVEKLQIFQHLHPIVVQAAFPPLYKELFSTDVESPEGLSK
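Luciferase reporter read in Schneider cells carrying Gal4-RORγ (mouse) and UAS-Photinus luciferase; cells given compound 1 h before 700 uM copper sulfate induction, then incubated 20 h at ambient temperature.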
KCNH2 3.1 block: blocks the human KCNH2 3.1 channel isoform. U2OS KCNH2 3.1, thallium flux FluxOr; hits give low values. activity change, % (tested at about 1.8 µM). actives 0.95% (n = 340,000);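 active means maximum activity change below -70%; inconclusive means maximum activity change from -70% to -50%; inactive means maximum activity change above -50%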;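 further: thallium influx rate constant from kinetic fluorescence after stimulation buffer; on the % scale 0 is the no-effect control and ±100 the full control effect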
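Steps: virus added to U2OS suspension (4 h, RT, dark); medium with 10% FBS added, cells plated, 37 C overnight; FluxOr/Red40 loading buffer 45 min RT; stimulation buffer, 2 min kinetic read; rate constant normalized.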
The depositor's hits bear a star; ? = inconclusive; / = not tested or not shown; & = joins results of further samples; [ ] = another dose, or the depositor's remark. Unless noted, the call rests on the fitted dose curve; in most records, active means well fitted curve in the direction sought with a large enough effect; inconclusive means small, poorly fitted or top-dose-only effect, or another doubt; inactive means no such curve, though single readings can be large; an effect the other way counts as inactive or inconclusive.

SMILES	Tb PFK inh	FLuc modulator	uPA surface inh	VP16 counter	ELG1 genotox	Giardia killer	NPC1 promoter act	Rab9 prom act	Coupling enz	RORgamma inh	KCNH2 3.1 block
c1cnc(N2CCN(c3ccc4ccccc4n3)CC2)nc1	-21%	5.4µM*	-6%	-7%	?	-12	1.4µM*	3.2µM*	-4	-20%	-14
Cc1cc(C)n2c(SCC(=O)Nc3ccc(Cl)cn3)nnc2n1	0%	0%	/	-3%	0%	/	-2%	-4%	-2	13%	/
O=C(CNS(=O)(=O)c1ccc2c(c1)OCCCO2)N1CCN(Cc2ccccc2)CC1	0%	3%	-5%	/	0%	-7	0%	-5%	/	/	1
COc1ccc(S(=O)(=O)N2CCN(C(C)C(=O)Nc3ccc(C(C)C)cc3)CC2)cc1 (centres undefined)	-5%	-16%	?	/	-3%	17	-1%	1%	/	/	-2
CCC(CC)COC(=O)C1=C(C)NC(=O)NC1c1cccc([N+](=O)[O-])c1 (centres undefined)	-2%	1%	-3%	?	-8%	33[activator]	-4%	-1%	1	?	-41
COc1ccc(/C=C/C(=O)NC2CCCCCC2)cc1S(=O)(=O)N1CCOCC1	1%	-18%	-4%	?	9%	-13	26%	?	1	17%	0
CCOC(=O)C1=C(COC(=O)Cc2ccccc2F)NC(=O)NC1C (centres undefined)	-2%	1%	-4%	/	0%	-20	-3%	1%	/	/	8
COC(=O)c1ccc(C(=O)NC(=S)Nc2nc3c(s2)CC(C)CC3)cc1 (centres undefined)	5%	-9%	-3%	2µM*	12%	4	20%	3%	16	1µM*	7
Cc1cc(C)c(S(=O)(=O)N2CCCC(C(=O)N3CCOCC3)C2)c(C)c1 (centres undefined)	2%	1%	2%	5%	-4%	0	-2%	1%	0	-27%	31
Cc1ccc(S(=O)(=O)N(C)CC(=O)OCC(=O)NCCc2ccc(S(N)(=O)=O)cc2)cc1	-8%	/	-4%	/	-2%	6	/	/	/	/	2
O=C1OCc2cc(NC(=O)C3CCCCC3)ccc21	4%	-5%	3%	18%	25%	-3	0%	0%	-2	25%	1
Cc1nc2ncnn2c(N2CCN(c3cccc(C(F)(F)F)c3)CC2)c1C	-12%	1%	/	?	-6%	-9	-3%	-15%	5	?	4
COc1ccc(C(=O)CCS(=O)(=O)c2ccc(C)cc2)cc1OC	-4%	0%	-12%	4.5µM*	1%	-12	-10%	0%	5	2.8µM*	4
O=C(Nc1c2c(nn1-c1ccccc1)CS(=O)(=O)C2)c1ccccc1Br	-5%	2%	-7%	4%	0%	-20	2%	5%	/	10%	/
O=C(N/N=C/c1ccc(N2CCOCC2)o1)c1cccc(F)c1	-16%	?	1%	13µM*	8%	6	-2%	-5%	-12	11µM*	-9
Cc1cccc(N2CCN(C(c3ccc(N(C)C)cc3)c3nnnn3C(C)(C)C)CC2)c1C (centres undefined)	1%	7%	0%	?	14%	-6	-9%	-2%	5	-1%	4
CCOC(=O)CN(C(=O)COc1nc(C)cc(C)c1C#N)c1cccc(Cl)c1	-20%	0%	2%	-8%	-9%	5	10%	-3%	1	15%	11
COc1ccc(-c2noc(CSc3nnc(-c4ccncc4)n3-c3ccc(F)cc3)n2)cc1OC	5%	-7%	7%	-9%	-12%	-2	-3%	-10%	5	-4%	-9
NS(=O)(=O)c1ccc(CCNC(=O)CCNS(=O)(=O)c2ccccc2C(F)(F)F)cc1	-8%	/	10%	/	1%	-24	0%	-5%	/	/	-2
O=C(c1ccc2c(=O)n(Cc3ccccc3)c(=S)[nH]c2c1)N1CCOCC1	-1%	-2%	-4%	?	0%	21	-2%	0%	0	?	2
COc1ccc(OCCSc2nc3ccccc3c(=O)[nH]2)cc1	0%	-11%	5%	3%	2%	5	-1%	-8%	-4	33%	21
Cc1ccc(OCC(=O)N/N=C\c2ccc(O)cc2)c([N+](=O)[O-])c1	2%	-18%	2%	-5%	1%	-21	2%	2%	-3	-6%	7
Cc1ccc(Cl)cc1N1CCN(Cc2nnnn2Cc2ccco2)CC1	3%	3%	2%	7%	0%	-15	-11%	-10%	2	25%	-1
COC(=O)C1=C(C)NC(=O)/C1=C\N(C)C	5%	-2%	3%	-6%	1%	-12	-3%	14%	-5	-2%	-2
CC1(c2ccc([N+](=O)[O-])cc2)NC(=O)NC1=O (centres undefined)	0%	7%	10%	-1%	0%	-3	-3%	5%	1	-24%	4
COc1cccc(N2CCN(CC(=O)Nc3ccc(S(=O)(=O)N4CCCCCC4)cc3)CC2)c1	-1%	4%	-4%	/	-6%	-2	-7%	-12%	/	/	-6
O=C(CCc1ccccc1)NCCc1cccs1	-5%	-11%	1%	-7%	7%	-18	9%	16%	9	16%	14
CC(=O)NS(=O)(=O)c1ccc(NC(=O)COc2ccc(C(=O)c3ccccc3)cc2)cc1	4%	-17%	7%	-23%	0%	27	1%	1%	20	39%	-18
O=C(CN1CCN(Cc2ccccc2)CC1)N/N=C/c1ccccc1F	-24%	2%	0%	3%	-3%	0	14%	1%	0	34%	-1
CN1CCN(C(=S)c2cn(Cc3ccccc3)c3ccccc23)CC1	-1%	3%	-9%	-1%	10%	-2	-5%	-3%	0	?	18
Cc1ccc(NC(=S)N(Cc2ccco2)C(C)c2cccs2)cc1 (centres undefined)	-8%	?	1%	-8%[10 µM]	6%	9	-3%	-8%	1	?	-19
CC(C)[C@H](NS(=O)(=O)c1cccc(Cl)c1)C(=O)OCC(=O)N1CCN(c2ccccc2)CC1	11%	8%	2%	-25%	-5%	0	-2%	-3%	2	?	-12
CC(C)CCNc1nc2c(c(=O)n(Cc3cccc(F)c3)c(=O)n2C)n1C	-7%	0%	-6%	-1%	-17%	-7	3%	0%	-1	?	5
Cc1ccc(N/N=C2\CCS(=O)(=O)c3sccc32)cc1	-5%	17µM*	9%	4%	10%	0	5%	-1%	-1	2%	-1
O=[N+]([O-])c1ccc(O)c(/C=N/Nc2ncnc3c2cnn3-c2ccccc2)c1	0%	?	-24%	?	-12%	-21	-19%	-42%[inhibitor]	-5	?	-5
CC(=O)N1CCN(c2ccc(NC(=O)c3ccccc3)cc2)CC1	2%	?	0%	-3%	?	-23	?	?	0	4%	-6
O=C(Nc1cccc(NC(=O)C2CCCO2)c1)C1CCCO1 (centres undefined)	-1%	3%	4%	3%	-2%	12	2%	0%	/	0%	-17
Cc1cc(SCC(=O)Nc2ccccc2)nc(C)n1	-5%	-3%	11%	1%	-1%	-11	1%	12%	3	-6%	8
CS(=O)(=O)Nc1ccc(-c2ccc(/C=C3\SC(N)=NC3=O)o2)cc1	?	-14%	16%	1%	0%	1	-3%	-10%	1	19%	9
Cc1ccsc1CN(C)Cc1nc(C2CC2)no1	0%	1%	0%	23%	3%	19	0%	-1%	0	19%	0

Continued, starting with the last 2 of the part before.
SMILES	Tb PFK inh	FLuc modulator	uPA surface inh	VP16 counter	ELG1 genotox	Giardia killer	NPC1 promoter act	Rab9 prom act	Coupling enz	RORgamma inh	KCNH2 3.1 block
CS(=O)(=O)Nc1ccc(-c2ccc(/C=C3\SC(N)=NC3=O)o2)cc1	?	-14%	16%	1%	0%	1	-3%	-10%	1	19%	9
Cc1ccsc1CN(C)Cc1nc(C2CC2)no1	0%	1%	0%	23%	3%	19	0%	-1%	0	19%	0
CC(C)Cc1nnc(NC(=O)C2CCN(C(=O)c3ccc(Cl)cc3)CC2)s1	-2%	1%	-4%	/	-4%	8	-5%	2%	/	/	-3
CCC(NC(=O)NC1CCCCC1)c1ccccc1 (centres undefined)	-2%	-1%	-16%	10%	-2%	-6	-2%	2%	0	?	-5
CCN(CC)c1nc2n(c(=S)n1)CCS2	1%	14%	3%	-1%	0%	-6	-3%	-2%	5	7%	4
Cc1ccc(S(=O)(=O)N(CC(=O)Nc2cccc(C(F)(F)F)c2)C(=O)N2CCN(C)CC2)cc1	-6%	0%	8%	/	0%	8	-4%	0%	/	/	8
O=C(Nc1ccc(Cl)c([N+](=O)[O-])c1)ONC1=NCCCCC1	?	?	-2%	-18%	-5%	1	-3%	-28%	0	4%	4
CCN(CC)S(=O)(=O)c1cc(C(=O)OCC(=O)NC(=O)c2cccn2C)ccc1C	0%	1%	5%	-8%	-2%	5	-2%	2%	0	29%	8
CN(C)c1ccc(/C=[N+](\[O-])C(C)(C)/C=N/O)cc1	2%	6%	/	-7%	4%	-1	1%	-5%	0	9%	-3
O=S(=O)(NCC(c1ccco1)N1CCN(c2ccccc2F)CC1)c1ccc2c(c1)OCCO2 (centres undefined)	-6%	0%	0%	-16%	-2%	-11	13%	-7%	0	16%	-14
C=CC(COCc1ccccc1)N(Cc1ccccc1)S(=O)(=O)c1ccccc1Br (centres undefined)	2%	1%	11%	18%&4%	0%	?	0%	-3%	0&-4	7.9µM*	-10

Screening results (PubChem BioAssay)
